# PV pol inh – inhibitors of poliovirus RNA polymerase binding and polymerization; P03300; poliovirus polymerase elongation, fluorescence polarization; active compounds read low; % elongation, % (compound at 16.7 µg/mL); 150,000 compounds, 0.66% hits; in the data active = % elongation below about 90%; note: some results filed as inactive read as strong as hits
# Target sequence (P03300 1749-2209 limits assumed): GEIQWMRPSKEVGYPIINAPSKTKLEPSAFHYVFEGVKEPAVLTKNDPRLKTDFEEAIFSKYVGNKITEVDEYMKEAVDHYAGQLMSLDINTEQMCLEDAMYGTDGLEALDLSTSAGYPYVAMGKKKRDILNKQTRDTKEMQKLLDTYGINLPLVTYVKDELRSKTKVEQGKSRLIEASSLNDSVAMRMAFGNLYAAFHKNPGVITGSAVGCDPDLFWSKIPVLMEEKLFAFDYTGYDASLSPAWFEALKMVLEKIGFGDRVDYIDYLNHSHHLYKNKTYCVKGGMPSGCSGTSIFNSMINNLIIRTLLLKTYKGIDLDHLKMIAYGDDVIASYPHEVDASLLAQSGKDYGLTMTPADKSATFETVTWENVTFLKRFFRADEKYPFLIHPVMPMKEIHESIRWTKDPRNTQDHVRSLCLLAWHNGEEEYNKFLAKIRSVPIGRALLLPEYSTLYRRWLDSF
# PV pol inh FP z-score – recorded beside PV pol inh, whose call it bears; z-score; measured here: FP z-score; hits read low
# The depositor's hits bear a star; & = joins results of further samples.
SMILES,PV pol inh,PV pol inh FP z-score
O=C(NC1CCCC1)C(F)(F)C(F)(F)C(=O)NC1CCCC1,102,0.5
O=C(c1cc(S(=O)(=O)N2CCCCC2)c[nH]1)N1CCCC1,104,0.3
CCc1ccc(NC(=O)c2cc(C)[nH]n2)cc1,105,1.5
Cc1ccc(SCc2cc(=O)[nH]c(Nc3nc4ccccc4o3)n2)cc1,100,-0.1
CC(=O)Nc1ccc(N/C(C)=C/C(=O)c2cccnc2)cc1,103,0.9
Cc1ccc(-n2nc3c(N4CCC(C(=O)N5CCCCC5)CC4)nnc(C)c3c2C)cc1,105,-0.2
NC1=NC(=O)C(Cc2cccc(Cl)c2)S1 (stereo not drawn),101,-0.2
Nc1cc(=O)n2c(n1)SCC2CS(=O)(=O)c1ccccc1 (stereo not drawn),100,-0.7
COc1cc(-c2cc(C(=O)NN=C3CCN(C(C)=O)CC3)c3ccccc3n2)cc(OC)c1OC,99,-0.1
O=C(O)Cc1cn2ccsc2n1,99,-0.7
COc1ccc(OCC(O)CNC(=O)Nc2ccc(OC(F)(F)F)cc2)cc1 (stereo not drawn),103,0.3
COc1cc(/C=N/NC(N)=S)ccc1OC(=O)c1ccco1,100,-0.1
COc1ccc2c(c1)CCc1c(C(=O)Nc3ccc(F)c(Cl)c3)noc1-2,105,0.3
CC(=O)N(CCC(c1ccc(C)cc1)c1ccco1)Cc1cccs1 (stereo not drawn),104,0.8
CC1=CC=CC(=C(C2C(=O)N(C)C(=O)N(C)C2=O)C2C(=O)N(C)C(=O)N(C)C2=O)C1=O,101,0.2
Fc1ccc(C(NCCc2ccc(Cl)cc2)c2nnc(-c3ccccc3)o2)c(Cl)c1 (stereo not drawn),91,-3.8
O=C(Cn1c(=O)c2cccn2c2ccccc21)NCc1ccccc1,104,0.9
CC(CCc1ccco1)NC(=O)Cn1ncc2c(Cl)cccc21 (stereo not drawn),103,1
CCN(CC)c1ccc(NC(=O)CN2CCN(S(=O)(=O)c3ccc(C(C)C)cc3)CC2)cc1,100,-0.3
Cc1nnc(SCC(=O)NC(=O)c2cccn2C)n1Cc1ccccc1,106,0.3
CCC(Oc1ccccc1)C(=O)Nc1ccc(OCc2cc(=O)n3ccc(C)cc3n2)cc1 (stereo not drawn),111,1.2
CN(C)C1(CNCc2nc3ccccc3c(=O)[nH]2)CCCCC1,95,-0.9
CCc1ccc(-n2c(=O)c3c(C)c(C(=O)N(C)C)sc3n(Cc3cccc(C)c3)c2=O)cc1,106,0.1
Cc1cc(N2CCOCC2)nc2ccc(N)cc12,101,0
C=CCOC1(c2ccccc2)OC(=O)c2ccccc21 (stereo not drawn),100,0.1
N#Cc1c(C(F)(F)F)cc(-c2cccs2)nc1SCc1ccc(F)cc1,109,1
CCN1C(=O)/C(=C2/C=Cc3ccccc3N2CC)SC1=S,100,-0.2
CC1CCCC(C)N1C(=O)CN1CCC(O)(c2ccccc2)CC1 (stereo not drawn),107,2.7
CCCCOc1ccc(NC(=O)CSc2ccc(C(=O)O)cn2)cc1,113,1.4
O=C(c1cccs1)N1CCSC1=S,98,-1.4
Cc1c(C(=O)CSc2n[nH]c(=O)n2C2CC2)sc2ccc(Cl)cc12,105,0.1
CCN(CC)Cc1c(NC(=O)c2ccc(OC)cc2)sc2c1CCCC2,101,-0.3
CCS(=O)(=O)Nc1ccc(C(=O)Nc2ccc3c(c2)OCCO3)cc1,101,-0.2
NC(=S)Nc1ccccc1,105,0.2
CSC1=C(C#N)C(=O)NC(c2c(Cl)cccc2Cl)S1 (stereo not drawn),99,-0.7
COc1ccc(-c2nc3ccccc3o2)cc1NC(=O)c1ccc(-c2cccc(Cl)c2C)o1,107,0.3
N#CCC(=O)Nc1ccc(S(N)(=O)=O)cc1,109,0.7
Cc1cc(O)c(C(c2ccc(F)cc2)N2CCN(c3ccccc3)CC2)c(=O)n1Cc1ccco1 (stereo not drawn),107,-0.2
CC(OC(=O)c1ccccc1NC(=O)c1ccco1)C(=O)N1CCN(C(=O)c2ccco2)CC1 (stereo not drawn),100,-0.3
NC(=O)c1ccc(-c2ccc(/C=C3\C(=O)ON=C3c3ccccc3)o2)cc1,102,0.5
COc1cccc(C(=O)O/N=C(\N)Cc2ccc(OC)c(OC)c2)c1,103,0.6
CCN(CC)c1nc(N2CCN(CCO)CC2)nc2ccccc12,100,-0.9
COc1ccc(NC(=O)CCCc2nnc3n(C(C)C)c(=O)c4sccc4n23)cc1OC,101,-0.3
COc1cccc(C(=O)Nc2cccc(-c3cn4ccsc4n3)c2)c1OC,104,-0.8
Cc1ccc(-n2c(SCC(=O)c3ccc(C#N)cc3)nc3ccccc32)cc1,105,0.3
O=C(NCc1cccs1)c1cccc(S(=O)(=O)N2CCCCC2)c1,99,-0.2
CCN(CC)c1ccc(C(=O)NCc2nc3cccnc3n2Cc2ccc(C)cc2)cc1,117,2.1
COc1ccc(S(=O)(=O)N(CC(=O)NCc2ccc(C)cc2)c2ccc(Cl)cc2)cc1,107,0.7
O=S(=O)(c1ccc(Sc2ccc(S(=O)(=O)N3CCCC3)cc2)cc1)N1CCCC1,106,0.8
Cc1ccc(N2CC(NC(=O)c3ccco3)CC2=O)cc1C (stereo not drawn),101,-1.3
Cc1ccc(-n2ccc(=O)c(C(=O)Nc3ccc(S(N)(=O)=O)cc3)n2)cc1,101,-0.3
COC(=O)c1c(C)n(Cc2ccccc2)c2ccc(O)cc12,104,0
CN1c2ccccc2N(C)C1c1cccn1C,102,0.1
N=c1n(Cc2ccccc2)c2ccccc2n1CC(O)c1ccc(Br)cc1 (stereo not drawn),100,-0.6
COc1ccc2c(C)nc(/N=C(N)/N=C(\C)c3ccccc3C(=O)O)nc2c1,92,-1.7
C[N+]1(CCCCC[N+]2(C)CCCC2)CCCC1,99&101,-0.1&0.2
CC1CC(C)CN(C(=O)C2c3ccccc3C(=O)N(C)C2c2cn(C)c3ccccc23)C1 (stereo not drawn),102,-0.5
Cc1ccc(-c2nc3n(n2)C2(CCCCC2)[C@@H]2CCCC[C@@H]2N3C(=O)c2cccs2)cc1,103,0.8
CC(C)C(C)NC(=O)CSc1nc(N)cc(N)n1 (stereo not drawn),98,-0.6
O=C(CSCn1nnc2c(=O)[nH]c(Cc3ccc(F)cc3)nc21)Nc1cccc(C(F)(F)F)c1,109,0.5

# Other records:
SMILES,PV pol inh,PV pol inh FP z-score
C=CCSc1nnc(-c2cc(C(C)(C)C)nn2Cc2ccc(F)cc2)n1C,102,0
Cc1cc(C)n(CCc2nc3c4ccccc4nc(SCc4ccc(F)cc4)n3n2)n1,106,0
COC(=O)CSc1nc2ccccc2s1,102,0
CC(C)(C)c1ccc(C(=O)NCC(=O)O)cc1,100,-0.3
CC(C)n1nc(CC(=O)O)c2ccccc2c1=O,104,0.7
Cc1ccc(CNC(=O)c2c(O)nc3c(C)cccn3c2=O)cc1,109,1.3
COC(=O)c1c(COC(=O)C2=COCCO2)nc2ccccc2c1C,102,0
COc1ccccc1NC(=O)c1nnn(-c2ccc(F)cc2)c1C,108,0.8
CC(C)ON1C(=O)C2C3C=CC(O3)C2C1=O (stereo not drawn),101,0.6
Cc1ccc2occ(CN(C)CCc3ccccn3)c(=O)c2c1,100,0
COCCOC(=O)c1c(C)oc2c1cc(NS(=O)(=O)c1ccc(Cl)c(C)c1)c1ccccc12,109,-0.2
Cc1cc(C(=O)COC(=O)c2ccc(Cl)s2)c(C)n1-c1ncn[nH]1,103,0.2
Cc1ccc(NC(=O)CC2CCC2)cc1C,107,0.5
CN(C(=O)COC(=O)c1cccc2ccccc12)C1CCS(=O)(=O)C1 (stereo not drawn),99,-0.6
CC(C)c1cc(CN2CCN(c3ccccc3)CC2)c(O)c(CN2CCN(c3ccccc3)CC2)c1,103,0.3
CC(C)(C)NC(=O)c1ccc(C(C)(C)C)cc1,103,-0.5
Cc1noc2ncnc(SCc3ccc(Cl)cc3)c12,100,-1
Cc1nn(-c2ccccc2)c2sc(C(=O)Nc3ccccc3)cc12,101,-0.1
CCOc1ccc2[nH]c(=S)sc2c1,104,1.1
COCCN(Cc1ccco1)C(=O)c1noc2c1COc1ccc(C)cc1-2,105,0.5

# Arranged by SMILES length (rising): part of the list above.
SMILES,PV pol inh,PV pol inh FP z-score
COC(=O)CSc1nc2ccccc2s1,102,0
CCOc1ccc2[nH]c(=S)sc2c1,104,1.1
Cc1ccc(NC(=O)CC2CCC2)cc1C,107,0.5
Cc1noc2ncnc(SCc3ccc(Cl)cc3)c12,100,-1
CC(C)(C)c1ccc(C(=O)NCC(=O)O)cc1,100,-0.3
CC(C)(C)NC(=O)c1ccc(C(C)(C)C)cc1,103,-0.5
Cc1ccc2occ(CN(C)CCc3ccccn3)c(=O)c2c1,100,0
COc1ccccc1NC(=O)c1nnn(-c2ccc(F)cc2)c1C,108,0.8
Cc1ccc(CNC(=O)c2c(O)nc3c(C)cccn3c2=O)cc1,109,1.3
COCCN(Cc1ccco1)C(=O)c1noc2c1COc1ccc(C)cc1-2,105,0.5
C=CCSc1nnc(-c2cc(C(C)(C)C)nn2Cc2ccc(F)cc2)n1C,102,0
Cc1cc(C(=O)COC(=O)c2ccc(Cl)s2)c(C)n1-c1ncn[nH]1,103,0.2
Cc1cc(C)n(CCc2nc3c4ccccc4nc(SCc4ccc(F)cc4)n3n2)n1,106,0
CC(C)c1cc(CN2CCN(c3ccccc3)CC2)c(O)c(CN2CCN(c3ccccc3)CC2)c1,103,0.3
COCCOC(=O)c1c(C)oc2c1cc(NS(=O)(=O)c1ccc(Cl)c(C)c1)c1ccccc12,109,-0.2
O=C(CSCn1nnc2c(=O)[nH]c(Cc3ccc(F)cc3)nc21)Nc1cccc(C(F)(F)F)c1,109,0.5

# (listing goes on)
SMILES,PV pol inh,PV pol inh FP z-score
CNC(=O)COc1ccccc1O,102,0.3
CCOCCCNC(=O)c1cc2c(=O)n(C)c3ccccc3c2n1C,104,0.1
O=C(CSc1nc2ccccc2nc1Cc1ccccc1)Nc1ccccc1C(F)(F)F,105,-0.2
O=C(C1Cc2ccccc2CN1S(=O)(=O)c1cccs1)N1CCCCC1 (stereo not drawn),100,-0.7
CCc1ccc(NC(=O)CSc2nc3nccnc3c(=O)n2CCC(C)C)cc1,102,-0.8
Cc1ccc2nc(SCC(=O)N3CCc4ccccc43)[nH]c2c1,101,-0.2
COc1ccc(-c2cc3nc(C4CCN(C(=O)OC(C)(C)C)CC4)c(C(=O)Nc4cc(C)cc(C)c4)cn3n2)cc1,106,0.1
O=C(CN1CCC(N2CCCCC2)CC1)Nc1ccc2c(c1)OCCO2,99,-1.2
Cc1cc(C(=O)COC(=O)c2ccc(CN3CCCC3=O)cc2)c(C)n1C,106,0.4
CSc1cccc(NC(=S)NCCCO)c1,96,-0.8
Brc1ccc2ncnc(N3CCCC3)c2c1,101,0.3
CN1C(=O)c2ccccc2Sc2ccc(NC(=O)Nc3ccccc3F)cc21,104,-0.7
O=C(C1CC1)N1CCc2cc(Br)cc(S(=O)(=O)N3CCCCC3)c21,101,0.1
CC1=C(c2ccc(C)c(C)c2)S(=O)(=O)N=C1N1CCC(C(=O)NC(C)c2ccccc2)CC1 (stereo not drawn),111,0.5
Cc1cc2c(cc1S(=O)(=O)N1CCCc3ccccc31)OCCN2C,105,1.9
Cc1ccc2cccc(NC(=S)NC(=O)c3ccn(C)n3)c2n1,102,0
CC(C)(C(=O)c1ccccc1)/[N+]([O-])=C/c1ccc(F)cc1,103,0.3
COc1ccc2c(c1)c1c(c(=O)n(Cc3ccccc3)c(=O)n1Cc1ccccc1Cl)n2C,112,1
CCOC(=O)C1CCN(C(=S)c2ccccc2)CC1,103,0.5
N#Cc1cccc(CSc2nnc(-c3ccccc3F)n2C2CC2)c1,96,-0.6
O=c1cc(-c2ccccc2)[nH]n1-c1nc2ccccc2s1,112,0.9
Cn1c2c(c(=O)n(C)c1=O)C(c1ccccc1C(F)(F)F)CC(=O)N2 (stereo not drawn),108,0.6
O=C(C1CC1)N(c1ccccc1)C1C=CS(=O)(=O)C1 (stereo not drawn),101,0.3
O=C(COc1ccccc1)N1CCN(c2cccc(Cl)c2)CC1,100,0.1
Cc1cc2c(cc1Br)NC(=O)C21C(C#N)=C(N)Oc2n[nH]c(C)c21 (stereo not drawn),101,-0.2
COc1ccc(C(=O)Nc2ccc(-c3nc4cc(C)cc(C)c4o3)cc2)cc1OC,103,0.2
O=C(CCc1[nH]c2ccccc2c1Sc1ccccc1)N(CCO)CCO,97,-0.6
COc1ccc(CNC(=O)C2C3CCC(O3)C2C(=O)O)cc1 (stereo not drawn),103,0.4
COc1ccccc1Nc1nn2c(=O)c3ccc(C(=O)NCCc4ccccc4)cc3nc2s1,105,-0.4
CN(CCOc1ccccc1)C(=O)NCc1ccccc1,103,0
Cc1nc2cccc[n+]2c(-c2ccccc2)c1C,101,0
CCn1c(SC)nc2c([nH]c3ccccc32)c1=O,104,-0.8
O=C(O)CC1NC(=S)N(Cc2ccccc2)C1=O (stereo not drawn),102,-0.2
CCOc1cccc(C2c3[nH]c4ccccc4c3CCN2C(=O)CSCc2ccc(F)cc2)c1 (stereo not drawn),111,1
O=C(COc1coc(CN2CCc3ccccc32)cc1=O)Nc1ccc2c(c1)OCCO2,104,0.6
COCCCNC(=O)N1CCN(c2nnc(C)c3c(C)n(-c4ccc(Cl)cc4)nc23)CC1,103,-0.2
Cc1nn(CC(C)C)c(Cl)c1/C=C/C(=O)O,100,-0.8
Cc1ccc(F)cc1S(=O)(=O)NC1CCCCNC1=O (stereo not drawn),102,-0.1
O=C(COc1cccc2ccccc12)N1CCN(c2ccccn2)CC1,103,0.4
COc1cc(CO)ccc1OCc1ccc(C(=O)O)cc1,102,0.3
O=C1CC(c2ccsc2)c2c(n[nH]c2-c2ccccc2)N1 (stereo not drawn),101,0.1
CC(=O)N[N+]1=C(N)c2ccccc2C1,104,0.4
CCC(=O)c1ccc2cc(OC)ccc2c1,101,0
CCSc1nc2ccccc2c(=O)n1CCOC,101,-0.2
Nc1nonc1OCCNc1ccccc1,104,0.1
O=C(CSc1ccccc1)Nc1nnc(-c2ccccc2)o1,105,1

# Bioassay records (PubChem)

# Only part of the results is shown; the hit share may differ from the screen's.
